Her2 expr inh = inhibitors of Her2 protein expression, primary screen, SKBR-3 cells, AlphaScreen, 66K library; Receptor tyrosine-protein kinase erbB-2 (Homo sapiens), P04626; SKBR-3 HER2 protein level, 18-24 h; stronger effect = lower value; HER2 level % of control, % at 10 µM; actives 0.69% (n = 65,000);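 active means HER2 level under 5% of the carrier-only control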;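 further: 100% = DMSO carrier and 0% = 500 nM PU-H71 HSP90 inhibitor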
CatL inh = inhibitors of human cathepsin L, biochemical | inhibition, %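 (tested at 10 µM)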 | AID 460, 2006 | purified cathepsin L, fluorogenic substrate, fluorescence | actives 0.17% (n = 58,000); in the data active means inhibition above about 45%;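 further: 0% = enzyme with no compound and 100% = no enzyme blank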
CatS block = inhibitors of human cathepsin S, biochemical, compound mixtures | actives 0.06% (n = 62,000) | recombinant cathepsin S, AMC dipeptide fluorescence, pooled mixtures | P25774 | inhibition, %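 (tested at 5 µM per compound within 10-compound mixtures)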 | AID 501, 2006; in the data active means inhibition above about 32%, passing the limit was not always enough;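 further: 0% = enzyme without compound and 100% = blank without enzyme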
ROCK2 inh = inhibitors of human ROCK2 kinase, primary screen, biochemical, high-throughput, luminescence. inhibition, % at 6 µM. purified ROCK2, Kinase-Glo ATP depletion luminescence. AID 604, 2007. actives 0.35% (n = 60,000). Rho-associated protein kinase 2 (Homo sapiens), O75116;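 active means inhibition above the screen-wide mean inhibition plus 3 SD, cut at about 18% in these data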;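 further: plate controls were DMSO wells for no effect and Y-27632 control wells after no-enzyme background subtraction for full effect; many of its hits are not listed in these tables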
Target sequence (O75116 whole entry, looked up): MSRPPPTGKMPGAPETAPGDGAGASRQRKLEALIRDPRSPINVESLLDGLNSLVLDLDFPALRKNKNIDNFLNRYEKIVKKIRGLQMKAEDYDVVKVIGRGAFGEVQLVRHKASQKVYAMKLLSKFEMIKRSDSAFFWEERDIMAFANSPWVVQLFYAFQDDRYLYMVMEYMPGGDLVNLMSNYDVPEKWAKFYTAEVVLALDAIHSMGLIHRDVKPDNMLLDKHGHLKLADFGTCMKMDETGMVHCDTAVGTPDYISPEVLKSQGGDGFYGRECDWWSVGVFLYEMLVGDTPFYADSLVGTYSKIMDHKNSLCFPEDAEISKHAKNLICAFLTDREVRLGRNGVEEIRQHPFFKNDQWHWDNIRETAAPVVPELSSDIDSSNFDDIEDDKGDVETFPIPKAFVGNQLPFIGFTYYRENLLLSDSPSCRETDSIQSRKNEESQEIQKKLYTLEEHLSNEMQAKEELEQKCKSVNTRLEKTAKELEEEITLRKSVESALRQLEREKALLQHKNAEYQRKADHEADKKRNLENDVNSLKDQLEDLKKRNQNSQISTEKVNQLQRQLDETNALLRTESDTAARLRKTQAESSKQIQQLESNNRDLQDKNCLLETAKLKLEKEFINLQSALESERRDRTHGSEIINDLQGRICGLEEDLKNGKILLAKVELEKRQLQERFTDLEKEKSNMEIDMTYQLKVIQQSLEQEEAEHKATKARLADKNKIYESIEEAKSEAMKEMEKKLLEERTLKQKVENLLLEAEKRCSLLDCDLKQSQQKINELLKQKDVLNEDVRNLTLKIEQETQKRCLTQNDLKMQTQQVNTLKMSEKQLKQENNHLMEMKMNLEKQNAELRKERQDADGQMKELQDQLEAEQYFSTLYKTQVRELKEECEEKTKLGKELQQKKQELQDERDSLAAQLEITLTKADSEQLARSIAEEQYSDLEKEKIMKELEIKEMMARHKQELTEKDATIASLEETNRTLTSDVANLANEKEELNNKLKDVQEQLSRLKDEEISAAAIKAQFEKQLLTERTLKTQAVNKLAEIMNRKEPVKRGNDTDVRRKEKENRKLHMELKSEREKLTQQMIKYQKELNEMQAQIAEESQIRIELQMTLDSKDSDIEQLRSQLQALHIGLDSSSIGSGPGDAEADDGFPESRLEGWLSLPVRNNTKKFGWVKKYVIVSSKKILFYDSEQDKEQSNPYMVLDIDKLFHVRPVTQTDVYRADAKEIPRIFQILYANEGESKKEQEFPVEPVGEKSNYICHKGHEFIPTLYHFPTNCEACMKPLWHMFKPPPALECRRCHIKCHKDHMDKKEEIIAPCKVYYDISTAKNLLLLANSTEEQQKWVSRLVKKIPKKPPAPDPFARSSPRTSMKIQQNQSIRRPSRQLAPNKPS
CatB inh = human cathepsin B inhibitors, primary screen, biochemical, fluorogenic substrate | P07858 | purified cathepsin B, fluorescence | inhibition, %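 (tested at 10 µM)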 | actives 0.1% (n = 63,000); in the data active means inhibition above about 21%;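 further: 0% = enzyme with no compound and 100% = no enzyme blank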
PKA kinase inh = inhibitors of human PKA kinase activity, primary screen, biochemical, ATP-depletion luminescence, Kemptide substrate; cAMP-dependent protein kinase catalytic subunit alpha (Homo sapiens), P17612; PKA Kemptide phosphorylation, Kinase-Glo ATP luminescence; inhibition, % at 6 µM; actives 0.1% (n = 65,000); AID 524, 2006;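 active means inhibition above the screen-wide mean inhibition plus 3 SD, cut at about 21% in these data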; further: many of its hits are not listed in these tables
CatB mix inh = cathepsin B inhibitors from pooled compounds, primary screen, biochemical, compound mixtures, AMC fluorescence. P07858. Purified cathepsin B, AMC dipeptide fluorescence. inhibition, %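 (ten-compound pools at 5 µM per compound and 50 µM total)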. actives 0.06% (n = 62,000). AID 488, 2006; in the data active means inhibition above about 22%, passing the limit was not always enough;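 further: 0% = enzyme without compound and 100% = no enzyme blank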
C1s block = complement C1s protease inhibitors, primary screen, biochemical, 10-compound mixtures | purified C1s, fluorogenic AMC substrate, pooled mixtures | AID 538, 2006 | actives 0.16% (n = 62,000) | Complement C1s subcomponent (Homo sapiens), P09871 | mean inhibition % of two 10-compound mixtures (stronger effect = higher value), % at 5 µM (by protocol);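 active means inhibition above 20% in each of the two 10-compound mixture wells holding the compound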;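 further: 0% = enzyme wells lacking compound mixture and 100% = no-enzyme blank wells; some compounds called inactive have numbers as strong as hits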
Cathepsin G inh = human cathepsin G inhibitors, primary screen, biochemical, pooled compound mixtures, AMC fluorescence; actives 0.2% (n = 62,000); purified enzyme, AMC-tetrapeptide fluorescence; P08311; inhibition, % at 5 µM (by protocol); AID 581, 2007;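 active means inhibition above 20% in each of the two mixture wells holding the compound; inactive means inhibition of 20% or less in either well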;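 further: 0% = enzyme control without mixture and 100% = blank lacking enzyme; strong numbers were not always called active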
* = called active by the depositor; · = no result given.

SMILES	Her2 expr inh	CatL inh	CatS block	ROCK2 inh	CatB inh	PKA kinase inh	CatB mix inh	C1s block	Cathepsin G inh
O=C1c2ccccc2C(=O)N1CCc1nc2ccccc2c(=O)n1Cc1ccco1	96	5	2	2	12	4	-5	-36	-3
O=C(CSc1n[nH]c(-c2ccccc2O)n1)N1CCCc2ccccc21	91	0	-4	6	0	17	3	-6	-3
CC(C)Cc1nc2oc3c(N4CCN(C)CC4)ncnc3c2c2c1CCCC2	78	-3	1	-1	0	-2	2	10	10
COCCNc1ncnc2c1cnn2Cc1ccc(Cl)cc1	95	-6	-5	8	2	15	-7	5	7
O=C(NCc1ccccc1)c1cc(-c2ccco2)on1	87	5	-6	3	-1	6	-6	5	9
Cc1oc(-c2ccc(Cl)cc2)nc1CN1CCCC(C(=O)NCCCN2CCOCC2)C1 (stereo not given)	103	20	4	7	1	13	0	42	10
CCn1cc(C(=O)O)c(=O)c2cc(S(=O)(=O)N(C)C)ccc21	96	13	-2	12	3	8	5	-2	10
O=C(CCCN1C(=O)CCC1=O)Nc1ccc2c(c1)OCCO2	114	5	-4	8	-4	4	6	1	0
CCOC(=O)c1sc(=NC(=O)c2ccc(S(=O)(=O)N3CCOCC3)cc2)n(C)c1C	70	-7	-2	-3	-2	-2	5	18	10
O=C(O)c1ccccc1C1=Nc2ccc(O)cc2Oc2cc(O)ccc21	-53*	15	1	2	-3	5	1	3	-6
CCOC(=O)C1(Cc2ccc(O)cc2)NC(c2ccco2)C2C(=O)N(c3ccccc3F)C(=O)C21 (stereo not given)	109	12	8	-1	2	-3	6	-7	8
CCOCCCNC(=O)N[C@@H](Cc1ccccc1)C(=O)OC	117	-11	4	3	4	4	6	17	11
CN(C)S(=O)(=O)c1cccc2nsnc12	94	20	4	4	5	9	4	3	10
CCOC(=O)C1=C(NC(=O)c2ccc(Br)o2)Nc2ccccc2N=C1	105	18	14	-3	8	-2	10	-45	-15
O=C(Nc1ccc(Cl)c(C(F)(F)F)c1)C1CCCN(S(=O)(=O)c2cnc[nH]2)C1 (stereo not given)	136	15	10	2	4	4	-3	-8	7
Cn1c(C(=O)NC2CCCC2)cc2c(=O)n(C)c3ccccc3c21	89	0	2	4	-6	4	3	1	-3
O=C1CCCC2=C1C(c1ccccc1)C1=C(CCCC1=O)O2	67	20	-3	0	1	-3	3	-18	8
COc1ccc(CC(=O)Nc2cc(C)c3c(=O)oc4ccccc4c3n2)cc1	31	6	16	-2	1	-5	1	-7	3
Cc1ccc(C)c(N2CCN(c3cc(C)nc4nnnn34)CC2)c1	84	7	3	1	0	-2	3	13	11
CCN(CCCNC(=O)C1CCCN(S(=O)(=O)c2cnc[nH]2)C1)c1ccccc1 (stereo not given)	96	7	-9	2	-3	-10	6	1	-2
CSc1ccccc1NC(=O)c1cnccn1	69	18	3	3	7	3	7	12	12
Cn1c(C(=O)Nc2ccc3c(c2)OCCO3)cc2c(=O)n(C)c3ccccc3c21	70	3	1	3	2	5	1	12	7
COCCn1nnnc1C(c1ccc2ncccc2c1)N1CCc2ccccc21 (stereo not given)	98	7	-6	-8	2	-4	5	3	9
C=C1[C@@H](C)C2[C@H](Cc3ccccc3)NC(=O)[C@]23OC(=O)CC[C@H](O)CCC[C@H](C)C/C=C/[C@H]3[C@@H]1O (stereo not given in full)	105	-1	-5	2	5	-1	-9	3	8
COC(=O)c1ccc(NC(=O)NS(=O)(=O)c2ccc(C)cc2)cc1	103	12	9	0	-3	-5	-3	-2	2
COc1nc(C)ccc1-c1noc(-c2ccncc2)n1	84	-2	-7	3	1	7	0	-3	3
Cc1onc(-c2ccccc2)c1C(=O)NC(C)C	82	·	4	-6	3	8	-4	-7	-2
COc1ccc(Cl)cc1S(=O)(=O)N1CCN(c2ccc(F)cc2)CC1	82	1	8	10	-3	8	-3	3	7
Cc1ccc2[nH]c(C(=O)O)c(-c3ccccc3)c2c1	79	-1	12	-3	6	-2	-1	-1	6
CCOC(=O)C1CCN(CC(=O)Nc2c(C(=O)OC)n(C)c3cccc(C)c23)CC1	201	12	14	2	5	4	1	10	10
Cc1ccc(C(=O)CSc2n[nH]c(C)n2)cc1	112	5	-3	2	-1	4	1	-2	12
CCc1ccc(C2C(C#N)=C(N)SC(N)=C2C#N)s1	131	4	5	7	-1	8	1	-1	-2
COc1ccccc1CNC(=O)c1ccc(S(=O)(=O)N2CCCC2)cc1	86	-1	-7	3	-1	0	0	-37	13
O=S(=O)(c1ccc(Cl)c(C(F)(F)F)c1)N1CCN(CC(O)COCC2CCCO2)CC1 (stereo not given)	91	·	9	1	1	4	6	18	16
Cc1cc(/C(O)=C2\C(=O)C(=O)N(CCN(C)C)C2c2ccncc2)ccc1OCc1ccccc1 (stereo not given)	43	-5	0	1	3	9	4	6	7
C=CCOC(=O)C1=C(C)NC(=O)NC1/C=C/c1ccccc1 (stereo not given)	104	-2	-1	2	-2	11	1	12	6
CCOC(=O)C1CCCN(C(=O)c2cnn3c(C(F)(F)F)cc(-c4ccccc4)nc23)C1 (stereo not given)	57	-1	0	10	3	10	2	-7	-4
COc1ccc2cc(C3(C)NC(=O)NC3=O)ccc2c1 (stereo not given)	112	1	2	7	-2	6	2	-2	-1
COc1cccc(-c2nc(CS(=O)CC(=O)NC3CCCC3)c(C)o2)c1 (stereo not given)	66	17	5	2	3	8	-5	-11	6
O=C(c1cc2ccccc2oc1=O)N(Cc1ccco1)CC1CCCO1 (stereo not given)	100	-3	5	5	-1	6	-1	-17	-1
COc1ccc(C(CC(=O)O)NC(=O)OC(C)(C)C)cc1 (stereo not given)	113	15	1	5	1	4	1	-29	7
Cc1cnc(NC(=O)c2ccc3c(c2)C(=O)N(Cc2ccco2)C3=O)s1	78	-7	-4	4	7	7	3	5	8
CCOC(=O)c1c2n(c3c(NCc4ccccc4)ncnc13)CCCC2	89	·	-4	5	5	6	1	2	9
O=C(Nc1nsc(-c2ccccc2)n1)c1ccncc1	91	10	-3	6	1	10	2	3	6
COc1ccc(C(c2nnnn2C2CCCC2)N2CCC(C(N)=O)CC2)c(OC)c1 (stereo not given)	158	-2	8	4	0	0	7	-8	1
COc1ccc(CC(=O)NCc2ccccc2)cc1S(=O)(=O)N1CCOCC1	140	14	15	2	3	3	1	-5	5
O=C(Cn1nc(-c2ccccc2)nc1-c1ccccc1)N1CCOCC1	146	14	7	-1	1	-3	-1	-58	3
O=C(c1ccccc1F)N1CCN(c2ccccc2F)CC1	63	17	-3	6	0	3	3	14	10
CCOc1ccccc1-c1nc(-c2ccc(NC(=O)c3ccc(Br)o3)cc2)no1	83	0	-9	1	2	8	-1	-20	-11
O=C(Oc1ccc2c(c1)OCO2)c1cccs1	116	5	8	3	0	7	-1	-10	-8
CC1CCCN(Cc2nc3c(c(=O)n(C)c(=O)n3C)n2CC(N)=O)C1 (stereo not given)	93	15	-2	-8	3	-6	2	1	11
CCN1C(=O)c2cccc3c(S(=O)(=O)Nc4ccc(OC)cc4OC)ccc1c23	103	7	3	7	-3	8	1	-6	2
Cc1cc(C)cc(OCc2nnc(SCC(=O)c3ccc(Br)cc3)o2)c1	77	19	-3	4	1	8	-11	-82	2
O=C(COc1ccc(S(=O)(=O)N2CCOCC2)cc1)Nc1ccc2c(c1)OCCO2	87	5	6	7	4	4	-6	-11	3
CCOc1ccc(-c2nc(C#N)c(N3CCN(Cc4ccccc4)CC3)o2)cc1	84	-1	-3	3	-2	4	-5	-37	-8
C=CCn1c(SCCN2CCCCC2)nc2c1c(=O)[nH]c(=O)n2C	79	-2	3	-2	1	0	3	-12	-1
CCNc1nnc(-c2ccc(C)cc2)o1	81	13	-1	1	4	8	0	-1	-6
CC(NC(=O)C1CC=CCC1C(=O)O)C1CC2CCC1C2 (stereo not given)	98	23	3	-4	-3	-7	3	8	3
Cn1nc(-c2ccc(Cl)cc2)c2cc(C(=O)NC3CC3)sc21	88	11	5	9	0	5	2	-10	9
COCCn1c(SCC(=O)Nc2ccc3c(c2)OCCO3)nnc1-c1c[nH]c2ccccc12	99	·	-3	1	5	3	2	7	19

Going on with the list:
SMILES	Her2 expr inh	CatL inh	CatS block	ROCK2 inh	CatB inh	PKA kinase inh	CatB mix inh	C1s block	Cathepsin G inh
CC(C)NS(=O)(=O)c1ccc(OCC(=O)Nc2ccc3c(c2)OCCO3)cc1	97	16	23	-3	2	1	10	13	1
CC(NC(=O)C(CC(=O)OC(C)(C)C)NC(=O)OC(C)(C)C)C(N)=O (stereo not given)	98	10	-1	2	7	-6	1	8	9
CCOC(=O)c1ccc(Nc2nnc3nc(C)cc(C)n23)cc1	99	1	-9	5	0	0	-3	-211	-23
Cc1cc(=O)oc2cc(OCC#N)ccc12	100	11	16	-1	1	-11	6	7	8
Cc1ccc2[nH]c(=O)c(CN(CC3CCCO3)C(=O)c3ccco3)cc2c1 (stereo not given)	169	0	4	5	1	11	3	-11	-10
Nc1nc2ccccc2n1C(=O)CCc1ccccc1	91	-1	10	146*	1	4	-9	-2	-26
COc1ccc(S(=O)(=O)NCCC(=O)NC(C)c2ccccc2)cc1 (stereo not given)	95	-7	-8	6	0	6	2	0	7
O=C1N=C(c2ccccc2)C(c2ccccc2)N1 (stereo not given)	83	-7	-7	·	-1	·	1	-1	5
CC(=O)NC12CC3CC(C1)CC(C(=O)OCC(=O)c1ccc4c(c1)OCCO4)(C3)C2	83	-5	-5	3	0	2	0	12	9
CC(C)NC(=O)CSc1nc2ccccc2c(=O)n1CCCOC(C)C	104	0	-1	6	-6	-1	4	-13	-2
CN1CCN(C(=O)c2ccc(N(Cc3ccc(Cl)cc3)S(C)(=O)=O)cc2)CC1	113	-5	3	-8	-2	-13	-6	-24	4
Cc1ccc(S(=O)(=O)N2CCN(C(=O)CSc3nnnn3C)C2)cc1	124	9	-1	-3	4	-5	5	10	9
COc1ccc(C(=O)CSc2nnc(C(CO)NC(=O)c3ccc(OC)cc3)n2C)cc1 (stereo not given)	105	-7	-5	-3	2	-4	-3	-71	-5
c1coc(-c2nnc(NC3=NCCC3)o2)c1	112	4	9	2	3	8	4	0	0
COC(=O)c1cc(OC)c(OC)cc1NC(=O)CSc1nnc(-c2cccnc2)n1C	129	5	4	4	4	2	2	-18	7

Three compounds drawn at random from the list so far, as already listed:
SMILES	Her2 expr inh	CatL inh	CatS block	ROCK2 inh	CatB inh	PKA kinase inh	CatB mix inh	C1s block	Cathepsin G inh
CC(C)NC(=O)CSc1nc2ccccc2c(=O)n1CCCOC(C)C	104	0	-1	6	-6	-1	4	-13	-2
CN1CCN(C(=O)c2ccc(N(Cc3ccc(Cl)cc3)S(C)(=O)=O)cc2)CC1	113	-5	3	-8	-2	-13	-6	-24	4
Nc1nc2ccccc2n1C(=O)CCc1ccccc1	91	-1	10	146*	1	4	-9	-2	-26

The list goes on:
SMILES	Her2 expr inh	CatL inh	CatS block	ROCK2 inh	CatB inh	PKA kinase inh	CatB mix inh	C1s block	Cathepsin G inh
COc1cc(S(=O)(=O)N2CCC(N3CCCCC3)CC2)ccc1-n1cnnn1	93	1	7	-2	6	-3	5	-9	-3
CN(CC(=O)N1CC(=O)N(CCc2ccccc2)C(=O)C1)S(=O)(=O)c1cccc2nsnc12	137	7	11	-4	6	4	3	1	-1
COC(=O)c1ccc(CSc2nnc3c(Cl)cc(Cl)cn23)o1	103	-2	-6	2	1	1	3	-3	7
CNc1oc(Cc2ccccc2)nc1S(=O)(=O)c1ccc(Cl)cc1	91	6	1	0	6	-1	2	15	10

An excerpt; rates above refer to the full screens.
